Source: PubChem
E-selectin induc: induces E-selectin expression in human endothelial cells; HUVEC E-selectin immunofluorescence imaging; normalized: neutral wells 0, TNF-alpha wells 100; activation, % at 7.58 µM; 260,000 tested, 0.37% active; AID 686992;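 active = mean E-selectin-positive cell signal at least 10% of the positive control, reached in at least 60% of replicates, without over 20% cell loss; inconclusive = no rule given, readout overlaps actives, possibly toxicity-flagged; inactive = the rest, including those meeting only one limit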;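 also: in these data hits start at about 27%; measured in HUVEC primary endothelial cells; signal is the percent of cells scored E-selectin positive by PE staining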
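Assay system: HUVEC primary endothelial cells. Input: 3,000 HUVEC seeded per well. Doses: one compound dose added by pin transfer. Read-out basis: % PE-positive cells. Benchmarks: TNF-alpha high, DMSO low. Detection: immunofluorescence imaging. Buffer or medium: EGM-2, gelatin.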
esBAF inh: inhibitors of esBAF chromatin remodeling in mouse ES cells; reporter increase, % at 12.5 µM; 350,000 tested, 2% active; Bmi1-luciferase knock-in reporter, 24 h; 100% = twice the neutral-well signal; in the data active = activation above about 40%; inconclusive = no clear call, values can overlap the other calls;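 also: 0% = median of the plate's neutral control wells and 100% = double that signal; a rise in the Bmi1 reporter signal indicates esBAF inhibition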
XiGFP reactiv: reactivates the inactive X chromosome in mouse fibroblasts; XiGFP mouse fibroblasts, % GFP-positive cells imaging, 3 d; cells co-treated with 5-aza-dC sensitizer; scaled so ellipticine positive control = 100%; activation, % at 7.58 µM; 360,000 tested, 0.055% active; AID 743238;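 active = mean normalized replicate activation at least 10% and every replicate at or above 10%; inconclusive = only one of the two criteria met; inactive = mean below 10% and not all replicates reach 10%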;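 also: 0% = median of on-plate neutral control wells and 100% = ellipticine 6 µM median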
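Assay system: SV40-immortalized XiGFP fibroblast cells, line 68-5-11; buffer or medium: DMEM plus 5-aza-dC sensitizer; compound: one concentration, pinned; timing: compounds 3 days, fix/stain 15 min at room temperature; benchmarks: positive control ellipticine, 6 µM final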
RAD52 inh: RAD52 (human) annealing inhibition. P43351. recombinant RAD52 DNA annealing, FRET fluorescence. inhibition, % at 18.7 µM. 360,000 tested, 0.46% active;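 active = every replicate showing at least 50% inhibition; inconclusive = mean inhibition at least 50% but not in every replicate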
Target sequence (P43351 whole entry, looked up): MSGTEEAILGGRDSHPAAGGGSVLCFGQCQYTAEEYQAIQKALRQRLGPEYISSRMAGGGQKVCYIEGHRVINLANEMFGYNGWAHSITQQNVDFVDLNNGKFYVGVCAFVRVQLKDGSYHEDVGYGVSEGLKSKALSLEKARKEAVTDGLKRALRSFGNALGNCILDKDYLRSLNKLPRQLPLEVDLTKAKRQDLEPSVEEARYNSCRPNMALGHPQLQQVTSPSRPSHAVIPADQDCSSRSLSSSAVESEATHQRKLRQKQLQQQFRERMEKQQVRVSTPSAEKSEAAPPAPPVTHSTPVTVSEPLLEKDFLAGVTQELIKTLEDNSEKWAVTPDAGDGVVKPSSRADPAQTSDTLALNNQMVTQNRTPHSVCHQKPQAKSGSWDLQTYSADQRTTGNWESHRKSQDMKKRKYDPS
EWS-Fli block: EWS/Fli transcriptional activity inhibition; A673 NR0B1-luciferase reporter, viability-normalised; inhibition, % at 12.6 µM; 350,000 tested, 0.67% active; AID 651661;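 active = mean inhibition of at least 50% after viability correction, with every replicate also passing that limit; inconclusive = mean reaches 50% but only one of two replicates passes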;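 also: firefly luciferase signal divided by Alamar Blue viability fluorescence both relative to DMSO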
S100A4 MyoIIA: S100A4-myosin IIA interaction inhibition; P26447; S100A4/TAMRA-MyoIIA peptide fluorescence polarization; inhibition, % at 10.7 µM; 360,000 tested, 0.14% active; AID 652163;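 active = mean inhibition of at least 70% across replicates, with every replicate also reaching that level; inconclusive = mean inhibition reaches 70% but some replicates fall short; inactive = mean inhibition below 70%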
Target sequence (P26447 whole entry, looked up): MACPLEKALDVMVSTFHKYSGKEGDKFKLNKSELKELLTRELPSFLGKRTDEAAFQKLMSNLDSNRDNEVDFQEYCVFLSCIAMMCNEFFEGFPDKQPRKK
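incubation = readout 5 min after mixing, signal stable up to 60 min | system = S100A4 monomer protein | buffer or medium = HEPES pH 7.2 with CaCl2, KCl, NaCl, DTT, Triton | benchmarks = neutral control DMSO, positive control TFP | also added = fluorescent myosin IIA peptide, 5 nM | compound dosing = one concentration per compound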
RAD54 inh: blocks human RAD54 Holliday junction branch migration. Q92698. FAM/BHQ fluorescence. inhibition, % at 10.4 µM. 360,000 tested, 0.14% active. AID 602329;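 active = mean normalized replicate activity at least 40 and at least half of replicates scoring 40 or more; inconclusive = only one of the two criteria met; inactive = mean below 40 and under half of replicates reaching 40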;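 also: 0% = median of neutral control wells and 100% = median of positive control wells; inhibitors cause a drop in the FAM fluorescence signal; in these data hits start at about 50%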
FN deposition inh: fibronectin deposition inhibition; AH1F fibroblasts, Alexa488-fibronectin deposition fluorescence, overnight; inhibition, % at 12.6 µM; 350,000 tested, 0.086% active; AID 743247;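 active = mean inhibition across replicates of 30% or more, regardless of how many single replicates reach that level; inconclusive = mean under 30% yet at least half of replicates reach 30%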;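 also: positive control wells lacked labelled fibronectin entirely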
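Material: AH1F fibroblast monolayer depositing Alexa488-labelled fibronectin into matrix / Amount: 10000 AH1F cells per well / Signal: fluorescence 485/525 nm / Medium: DMEM, 2% serum / Compound: single dose, pinned / Incubation: 1 h cell adhesion before compound, then overnight fibronectin incubation / Reagent: Alexa488-FN, 24 nM final / Read-out: inhibition of fibronectin deposition signal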
* hit, by the source's call; u = inconclusive; x = no result given; & = joins results of further samples.

Molecule	E-selectin induc	esBAF inh	XiGFP reactiv	RAD52 inh	EWS-Fli block	S100A4 MyoIIA	RAD54 inh	FN deposition inh
Cc1cc(C)cc(N2C(=O)/C(=C\c3ccc(N4CCN(C)CC4)o3)C(=O)NC2=S)c1	x	x	0.0	-94	3	-33	-176	-5
O=c1[nH]c(=O)n(-c2ccccc2)c(O)c1C=NC12CN3CN(CN(C3)C1)C2	-2.2	x	0.0	1	-3	-1	x	0
COC(=O)C1=C(c2ccc(F)cc2F)C[C@@H]2CC[C@H]1N2C(=O)NCCO	-0.2	-5	0.1	-7	-5	-20	-1	-1
O=c1[nH]c(=O)n(Cc2ccc(F)cc2)c(O)c1C=Nc1ccc(Cl)cc1	x	x	0.0	-49	11	-1	x	-5
CCOC(=O)c1cnc(SCc2ccc(Cl)c(Cl)c2)nc1N1CC1	0.1	5	0.0	-27	19	-2	-9	-3
Cc1ccc2c(c1N)C(=O)c1ccccc1C2=O	x	55*	x	3	-127	17	0	x
CCN(CC)C(=O)c1ccc(NC(=O)c2cccc(S(=O)(=O)N3CCN(C)CC3)c2)cc1	-0.2	-4	-0.1	-6	x	-1	20	-5
CC1=C2[C@H]3OC(=O)[C@@H](C)[C@@H]3CC[C@@]2(C)C=CC1=O	x	0	x	-5	-8	15	3	x
CC(C)(C)NC(=S)/N=C(\N)N[N+](=O)[O-]	2.1	6	0.0	-3	5	-1	-3	-12
COc1ccccc1OC(=O)c1ccc(C)c(S(=O)(=O)N2CCOCC2)c1	x	-5	0.4	-8	-7	-4	-7	3
C=CCn1c(O)c(/C=C2/C=c3ccccc3=N2)c(=O)[nH]c1=S	x	7	0.4	-51	18	-40	3	7
CC(=O)Nc1cccc([As](=O)(c2cccc(NC(C)=O)c2)c2cccc(NC(C)=O)c2)c1	0.0	-3	0.2	-8	-8	4	-3	0

Pulled one by one from the entries so far (2):
Molecule	E-selectin induc	esBAF inh	XiGFP reactiv	RAD52 inh	EWS-Fli block	S100A4 MyoIIA	RAD54 inh	FN deposition inh
Cc1cc(C)cc(N2C(=O)/C(=C\c3ccc(N4CCN(C)CC4)o3)C(=O)NC2=S)c1	x	x	0.0	-94	3	-33	-176	-5
COc1ccccc1OC(=O)c1ccc(C)c(S(=O)(=O)N2CCOCC2)c1	x	-5	0.4	-8	-7	-4	-7	3

(list continues)
Molecule	E-selectin induc	esBAF inh	XiGFP reactiv	RAD52 inh	EWS-Fli block	S100A4 MyoIIA	RAD54 inh	FN deposition inh
CC1(c2ccc(Cl)cc2Cl)OCC(Cn2cncn2)O1 (stereo not drawn)	x	x	0.0	-5	3	1	x	-6
CCOC(=O)C(O)(c1ccc(NC(=O)Oc2ccccc2)cc1)C(F)(F)F (stereo not drawn)	4.2	0	0.0	0	-6	-2	2	2
CN1C(=O)/C(=C\c2ccc(Br)s2)C(=O)NC1=S	x	-2	0.1	-491	29	-124	-18	-13
COC(=O)NC(=C(Cl)Cl)P(=O)(c1ccccc1)c1ccccc1	0.1	x	0.1	-11	6	-7	x	-3
O=NN1CCCCC1	x	-5	x	-14	-2	-4	7	x
Cc1cccc(N2CCN(Cc3ccc4c(c3)OCO4)CC2)c1C	1.8	4	0.0	-3	12	-1	-6	4
COc1cc(C(=O)NN=Cc2ccc(N(CCCl)CCCl)cc2)cc(OC)c1OC	0.0	-5	0.6	-27	12	3	-7	3
CCOC(=O)CC1c2ccccc2-n2nncc2CN1Cc1ccc(OC)cc1 (stereo not drawn)	0.0	-1	0.2	-1	-19	2	-2	13
COC(=O)C1=C(c2ccc3ccccc3c2)C[C@@H]2CC[C@H]1N2C(=O)N1CCOCC1	-0.1	0	0.1	-13	-1	0	-2	5
COc1ccc(CN2CCNCC2)cc1	x	-4	0.0	-3	5	-6	-13	-9
COC(=O)C1=C(c2ccc(C(C)=O)cc2)C[C@@H]2CC[C@H]1N2C(=O)NCCNC(C)=O	-0.1	-3	0.0	-6	1	-1	-10	9
CC1CCN(c2cc(Br)c([N+](=O)[O-])cc2F)CC1	x	8	-0.1	-9	-12	-1	12	3
CCc1ccc(CN2CCN(Cc3ccc(SC)cc3)CC2)cc1	x	x	0.1	12	20	3	x	0
CC(C)(C)NCC(O)c1cc(Cl)c(N)c(Cl)c1 (stereo not drawn)	0.6	-14	0.0	-9	-3	-3	16	1
c1ccc(Cc2cnc(N3CCNCC3)nc2)cc1	u	x	0.3	37	-3	-4	x	-9
O=C1CC(N2CC2)C(=O)N1c1ccccc1 (stereo not drawn)	0.0	x	0.2	-11	1	0	10	5
C[C@]12CCC3C(C1CCC2=O)[C@H](O)C[C@H]1C[C@@H](O)CC[C@]31C (stereo partly drawn)	-1.0	-2	-0.1	-1	1	-1	-15	-1
CN1CC(C#N)C2(O)c3ccccc3CCC2C1 (stereo not drawn)	1.5	7	0.3	3	1	-1	1	-15
CN1C(=O)C(Cc2ccc(OCc3ccccc3)cc2)C(=O)N(C)C1=O	x	27	0.2	-11	-45	-4	7	8
CC(=Nc1ccc(F)cc1)c1c(O)n(C)c(=O)[nH]c1=O	-0.2	-2	0.0	-7	-3	1	9	3
CC1=NNC(=O)C1Br (stereo not drawn)	1.0	x	0.0	-3	2	0	x	7
CN1CCN(Cc2cc(=O)n3ccsc3n2)CC1	-0.3	-5	0.0	-10	x	5	-2	x
O=C(CCC(=O)N1C[C@H]2C[C@@H](C1)c1cccc(=O)n1C2)NCc1ccccc1C(F)(F)F	x	0	x	-5	6	20	-16	x
CN(C)C(=O)Oc1ccc(-c2nnco2)cc1	-0.1	-3	0.3	-8	1	-3	0	16
CCN1CCN(Cc2ccc(C)cc2)CC1	x	-3	x	-9	x	0	-6	0
OC(CN1CCOCC1)c1csc2ccccc12 (stereo not drawn)	-0.2	x	0.1	-7	1	-1	x	4
Cc1ccc(OC(=O)N(C)C[C@H]2OCc3ccccc3-c3c(n(C)c4ccccc34)C(=O)N([C@@H](C)CO)C[C@H]2C)cc1	-1.5	x	-0.1	13	3	9	x	5
COc1ccc2c(c1OC)C(=O)O[C@@H]2[C@H]1c2cc3c(cc2CCN1C)OCO3	3.7	-1	0.0	-4	-2	-2	-2	1
N#Cc1cccc(-c2ccc([C@H]3[C@H](CO)N4CCCCN(C(=O)Cc5ccncc5)C[C@@H]34)cc2)c1	0.0	x	0.3	-32	x	-8	5	x
CCn1c(O)c(/C=N/N2CCOCC2)c(=O)n(CC)c1=S	x	x	0.3	-22	4	-36	x	-16
COc1ccc(C(c2nnnn2-c2ccc(OC)cc2)N2CCC3(CC2)C(=O)NCN3c2ccccc2)cc1 (stereo not drawn)	-0.2	2	0.1	8	-4	0	3	-10
CCCNC(=O)[C@H]1[C@H](CO)[C@H]2Cn3c(cccc3=O)[C@@H]1N2CCC	0.1	-3	0.1	x	3	x	-1	x
CC12CN3CC(C)(CN(C1)C3c1cccs1)C2O (stereo not drawn)	x	-11	x	x	x	7	8	4
CCN(CCCl)Cc1ccccc1Br	0.0	-4	0.0	-4	-3	4	-9	10
COc1nc(NCC2CCCO2)nc(N2CC3CC(C2)c2cccc(=O)n2C3)n1 (stereo not drawn)	x	-3	-0.1	-2	6	0	-5	6
CS(=O)(=O)N1CCC2CCNC2C1 (stereo not drawn)	0.0	x	0.4	0	-10	-24	x	-3
CC12CCC3c4ccc(OC(=O)N(CCCl)CCCl)cc4CCC3C1CCC2O (stereo not drawn)	-0.1	x	0.1	1	1	-5	x	1
O=C(C1CC1)N1C[C@@H]2N[C@H](C1)C2c1ccc(-c2cncnc2)cc1 (stereo partly drawn)	0.0	x	0.0&0.3	x	2&-20	x	x	2&-8
COC(=O)C1=C(c2ccc(-c3ccccc3)c(F)c2)C[C@@H]2CC[C@H]1N2C(=O)NCCOc1ccccc1Cl	0.3	2	0.1	0	-7	-2	2	5
CN1/C(=C\C=C2C(=O)NC(=S)NC2=O)C(C)(C)c2ccccc21	x	x	0.2	-117	9	u	x	-4
CCOC(=O)N1CCC(NC(=O)CCc2nc(C3=CCN(C)CC3)no2)CC1	-2.1	-9	-0.1	-5	-9	0	-13	2
CCOC(=O)c1sc(/N=C/c2c(O)n(-c3cccc(C)c3)c(=O)[nH]c2=O)c(C#N)c1C	x	7	0.3	x	x	x	-10	7
CN1CCN(c2ncnc(Cl)c2N)CC1	x	-5	0.3	-8	3	-2	7	-11
Cc1ccc(OC(=O)N(C)C[C@@H]2OCc3ccccc3-c3c(n(C)c4ccccc34)C(=O)N([C@H](C)CO)C[C@H]2C)cc1	-2.0	x	0.1&1.1	10	20	-2	x	-8&4
CCOP(=O)(OCC)/C(C#N)=C/c1ccc(Br)cc1	0.3	x	0.0	4	-7	1	x	1
COc1cc(CNCCc2ccc3c(c2)OCO3)ccc1O	x	-7	0.0	-5	10	-8	-45	-6
CN1C(=O)C(=Cc2coc3ccccc3c2=O)C(=O)N(C)C1=O	36*	-4	0.1	-50	12	-6	x	3
O=C(Cc1ccccc1)N1CC2(C1)[C@H](c1ccccc1)[C@@H](CO)N2Cc1cccc(Cl)c1	0.1	x	0.0	-18	1	-3	x	7
COP(=O)(OC)/C(C=O)=N/Nc1ccc([N+](=O)[O-])cc1	0.0	x	0.2	-14	-3	-2	x	7
O=C1NC(=S)N(c2ccc(F)cc2)C(=O)/C1=C/c1ccccc1O	x	4	0.0	-51	13	-20	-5	1

Taken from above:
`CN1/C(=C\C=C2C(=O)NC(=S)NC2=O)C(C)(C)c2ccccc21` in EWS-Fli block: 9
`CCOC(=O)N1CCC(NC(=O)CCc2nc(C3=CCN(C)CC3)no2)CC1` in EWS-Fli block: -9
`CN1C(=O)C(=Cc2coc3ccccc3c2=O)C(=O)N(C)C1=O` in RAD52 inh: -50
`Cc1ccc(OC(=O)N(C)C[C@@H]2OCc3ccccc3-c3c(n(C)c4ccccc34)C(=O)N([C@H](C)CO)C[C@H]2C)cc1` in E-selectin induc: -2.0
`COC(=O)C1=C(c2ccc(-c3ccccc3)c(F)c2)C[C@@H]2CC[C@H]1N2C(=O)NCCOc1ccccc1Cl` in RAD54 inh: 2
`O=C1NC(=S)N(c2ccc(F)cc2)C(=O)/C1=C/c1ccccc1O` in RAD54 inh: -5
`O=C(C1CC1)N1C[C@@H]2N[C@H](C1)C2c1ccc(-c2cncnc2)cc1` (stereo partly drawn) in EWS-Fli block: 2&-20

Not all compounds are listed; the hit share may differ from the screen's.
